# MT stabilizer = microtubule stabilization, imaging screen | HeLa tubulin immunostaining HCS, 24 h; share of cells brighter than vehicle mean+2SD | % tubulin-high responders, % at 10 µM | 200,000 tested, 0.83% active | AID 2205;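 active means plate Z-score above 3 for both tubulin-high and condensed-nucleus cell shares, with cell loss under 80%, at 10 µM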;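 further: anti alpha tubulin signal scored within the nucleus-defined area of each cell; some results filed as inactive read as strong as hits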
# Ins promoter up = MIN6 insulin promoter up-regulation; z-score at 5 µM; 190,000 tested, 0.3% active; MIN6 insulin promoter-GFP reporter, high-content imaging; active compounds read high; AID 1625;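 active means z-score above 3 at 5 µM with at least 500 cells counted in the well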
# WT yeast gro inh = growth inhibition of WT yeast, mitochondrial fusion screen. inhibition, % at 10 µM. mitochondrial fusion phenotypic screen, WT strain. AID 1362. 190,000 tested, 2.1% active; in the data active means inhibition above about 58%; tested in S. cerevisiae
# AID2073 = inhibitors of Mint1-CaV2.2 protein interaction, biochemical, HTRF (AID 2073); HTRF protein-protein interaction, Mint1-CaV2.2; higher % means a stronger effect; inhibition, % at 20 µM, or IC50 in µM where a hit was titrated; 290,000 tested, 0.19% active; in the data active means inhibition mostly above about 51%, no sharp cut-off; further: some results filed as inactive read as strong as hits
# Autophagy mod = autophagy modulation, high-content screen. MEF GFP-LC3 puncta imaging; test concentration mostly 10 µM. calls only at 10 µM (by protocol). 190,000 tested, 0.98% active. AID 463193;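 active means percentage of spot-positive cells more than 3 SD above its plate mean, without a fluorescence outlier flag or 80% toxicity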;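 further: spot-positive cell cutoff set from DMSO-treated cells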
# Dynein cargo inh = dynein cargo transport inhibition | z-score, hits read low | AID 1381 | 220,000 tested, 0.47% active | 3617.4 mouse cells, GR-EGFP nuclear translocation imaging; test concentration mostly 20 µM; stimulated with dexamethasone, 1 µM; active compounds read low;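 active means plate z-score of nuclear minus cytoplasmic receptor signal below a set negative limit, without overly bright fluorescence or cell loss, cut at about -3.5 in these data, passing the limit was not always enough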;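 further: z-score of nuclear minus cytoplasmic ring GR-EGFP intensity difference per well; some compounds called inactive have numbers as strong as hits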
#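 medium = tetracycline-free induction medium containing charcoal-stripped FBS | probe or stimulus = dexamethasone, 1.0 µM final | timing = 48 h induction, then 1 h compound, then 30 min agonist, 37 °C | detection = automated 10x imaging of fixed Hoechst-stained cells | read-out basis = nuclear versus cytoplasmic GR-EGFP signal, averaged per well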
# Yfh1-depleted yeast = mitochondrial function rescue without frataxin homolog – Friedreich's ataxia, plus single-dose screen, dose response (AID 1465); fold induction at 50 µM, or EC50 in µM where a hit was titrated; 220,000 tested, 0.074% active; S. cerevisiae Yfh1-off respiration, WST-1 reduction, 72 h; higher fold induction means a stronger effect;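 active means fold induction of absorbance versus untreated yeast above a set limit, then at least 30% activation at any dose in follow-up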;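 further: activators that raise dye reduction in frataxin-depleted yeast; strong numbers were not always called active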
# HIV fusion peptide = inhibitors of HIV fusion peptide binding, primary screen, biochemical, uHTS, fluorescence dequenching (AID 1986) | cell-free peptide binding, fluorescence dequenching, 30 min; higher % means a stronger effect | inhibition, % at 20 µM, or IC50 in µM where a hit was titrated | 290,000 tested, 0.3% active; in the data active means inhibition mostly above about 52%, no sharp cut-off; inactive means mostly below about 76%; further: some results filed as inactive read as strong as hits
# bCat nuc transl = beta-catenin nuclear translocation modulation; HeLa beta-catenin nuclear translocation, immunofluorescence imaging; nuclear translocation activity, % at 5 µM; 190,000 tested, 0.3% active; AID 1665;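 active means nuclear translocation activity above 50% at 5 µM, with a well cell count of 50 or more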;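 further: per-cell ratio of nuclear to cytoplasmic median beta-catenin stain intensity; plate controls were DMSO negative control for no effect and GSK-3 inhibitor IX positive control for full effect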
#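 Signal – beta-catenin immunofluorescence imaging with DAPI · Test system – human HeLa cell line · Dosing – 5 µM primary single dose, 0.1% DMSO, 0.02–20 µM confirmation series · Measure – % activation, nuclear-to-cytoplasmic median beta-catenin signal ratio per cell · Incubation – 24 h compound exposure at 37°C, 5% CO2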
# WT yeast gro inh mutant strain = further read-out of WT yeast gro inh, marked with its call; inhibition, %; mitochondrial fusion phenotypic screen, mutant strain inhibition
# Dynein cargo inh cytoplasmic EGFP = recorded beside Dynein cargo inh, whose call it bears; z-score; measured here: cytoplasmic GR-EGFP intensity; active compounds read high
# Dynein cargo inh nuclear GR-EGFP = also measured in Dynein cargo inh; calls as there; z-score; measured here: nuclear GR-EGFP intensity;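 lower value marks the stronger effect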
# Dynein cargo inh cell count = also measured in Dynein cargo inh; calls as there; z-score; measured here: cell count per field
# Ins promoter up cell count = recorded beside Ins promoter up, whose call it bears; cell count; measured here: cytotoxicity, nuclei count;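 total cells summed across four imaged fields per well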
# bCat nuc transl cell count 5 µM = also measured in bCat nuc transl; calls as there; cell count; measured here: cell count, cytotoxicity flag
# MT stabilizer Hoechst-high % = second read-out of MT stabilizer, no call of its own (marks repeat the call); % Hoechst-high responders; measured here: nuclear condensation Hoechst responders;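 share of cells brighter than vehicle mean plus two SD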
# MT stabilizer cytotoxicity % = recorded beside MT stabilizer, whose call it bears; toxicity, %; measured here: cytotoxicity by cell density;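 0% = mean cell density of plate MIN control wells and 100% = no cells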
# Autophagy mod cell loss 18 h = second read-out of Autophagy mod, no call of its own (marks repeat the call); toxicity, %; measured here: cell loss, nuclei count;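 cell loss after 18 h compound exposure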
# * hit, by the source's call; i = inactive; . = no result given.
SMILES,MT stabilizer,MT stabilizer Hoechst-high %,MT stabilizer cytotoxicity %,Ins promoter up,Ins promoter up cell count,WT yeast gro inh,WT yeast gro inh mutant strain,AID2073,Autophagy mod,Autophagy mod cell loss 18 h,Dynein cargo inh,Dynein cargo inh cytoplasmic EGFP,Dynein cargo inh nuclear GR-EGFP,Dynein cargo inh cell count,Yfh1-depleted yeast,HIV fusion peptide,bCat nuc transl,bCat nuc transl cell count 5 µM
CC(C)COc1ccc(/C(O)=C2/C(=O)C(=O)N(CCN(C)C)C2c2ccncc2)cc1 (stereo not drawn),2.3,2.2,7.6,0.19,1456,-13,2,1%,i,-23,-0.46,-0.2,-0.051,0.51,i,-1.4%,-1.4,801
C(=N\Nc1nc(N2CCOCC2)nc(N2CCOCC2)n1)/c1cccnc1,1.9,2.3,16,-0.14,1721,-4,18,1%,i,7,0.041,-0.23,-0.1,0.065,i,0.7%,-0.2,1144
COCc1cc(C)nc(OCC(=O)N/N=C/c2ccc(OC)c(O)c2)c1C#N,2.0,1.7,0.9,-0.08,1403,9,-1,0%,i,-6,-0.28,0.098,-0.099,1.5,i,0.4%,-2.2,500
Cc1cc(C)n(C(=O)COc2ccc(Cl)cc2Cl)n1,2.7,1.8,3.3,.,.,1,-5,5%,i,2,-0.54,0.008,0.11,-0.92,i,1.3%,-3.7,531
O=C(Nc1ccc(S(=O)(=O)Nc2ncccn2)cc1)c1ccc2ncsc2c1,.,.,.,-0.11,1378,.,.,9%,.,.,0.25,-0.21,0.2,0.084,i,3.3%,-0.7,1020
CCOc1ccccc1C(=O)OCC(=O)Nc1ncc(C(F)(F)F)cc1Cl,2.9,1.6,5.2,0.57,854,9,18,-9%,i,-3,-0.84,-0.38,-0.61,0.92,i,-3.1%,.,.
CCS(=O)(=O)Nc1ccc2c(c1)OCO2,1.7,1.5,8.3,.,.,-3,-3,5%,i,1,-0.036,-0.28,-0.077,0.36,i,-4.0%,-1.1,1082
C=CCSc1nnc2c(n1)OC(c1ccccn1)N(C(C)=O)c1ccccc1-2 (stereo not drawn),2.5,1.5,3.0,0.3,939,-6,-20,2%,i,-1,0.65,-0.18,0.31,0.24,i,-0.1%,.,.
CCC(=O)Nc1ccc(NC(=O)CSc2nc3cc4c(cc3cc2C)CCC4)cc1,1.8,2.6,9.2,1.1,1508,-2,3,-1%,i,-1,0.38,-0.2,-0.0085,0.2,i,-1.7%,-3.8,1366
S=c1[nH]nc(Cc2cccc3ccccc23)o1,2.6,2.9,10,0.16,1090,7,9,1%,i,1,-0.54,-0.27,-0.1,0.79,i,-1.3%,3.5,440
C=CCn1c(SCC(=O)N2CCOCC2)nc2scc(-c3ccco3)c2c1=O,4.7,1.9,5.0,-0.26,914,-5,-4,-6%,i,-8,-1,-0.15,-0.23,0.29,i,5.7%,0.6,848
CCOc1ccc2nc(NC(=O)COC)sc2c1,1.8,3.0,8.1,0.72,1224,2,2,5%,i,13,0.66,-0.11,1.2,-0.8,i,-2.6%,0.8,1114
CSc1nnc([C@H](C)NC(=O)OC(C)(C)C)o1,4.6,2.8,12,0.81,1337,6,-15,-3%,i,6,-0.34,-0.22,0.3,0.031,i,0.1%,-1.7,942
COc1cccc(-n2nnc3c(=O)n(Cc4cccc(C)c4)cnc32)c1,.,.,.,-0.07,1790,28,5,2%,.,.,.,.,.,.,i,-2.1%,1.2,964
Cc1ccc(-c2nn(CCC(=O)O)cc2CCC(=O)O)cc1,1.2,1.5,3.9,0.46,923,-1,-3,1%,i,-6,0.67,-0.22,0.51,-0.46,i,1.0%,.,.
CCN1CCN(CCCNC(=O)C(=O)c2c(C)[nH]c3ccccc23)CC1,3.8,2.7,11,0.12,1221,-7,1,11%,i,4,-1.5,-0.27,-0.22,1.3,i,1.7%,-1.9,997
CCCCN1CCc2[nH]c(=S)[nH]c(=O)c2C1,4.8,2.4,6.8,-0.45,1365,3,6,-17%,i,42,0.62,-0.13,0.36,-0.53,i,-1.6%,-2.4,1096
Cc1nn(CC(=O)N2CCN(C)CC2)c(=O)c2ccccc12,2.1,2.7,7.3,-0.35,1410,-15,3,8%,i,5,0.78,-0.28,-0.22,-0.82,i,1.7%,-0.3,1054
COC(=O)Cc1ccc(NC(=S)NCc2ccccc2Cl)cc1,8.7,2.6,3.4,-0.52,1518,39,10,-3%,i,15,0.42,-0.13,0.043,-0.32,i,-1.8%,1.4,1134
Cn1c(Cn2cnc3ccccc32)nc2ccccc21,3.8,2.1,6.2,-0.68,1047,-22,-3,2%,i,5,-0.11,-0.38,0.37,-0.17,i,0.6%,2.3,1114
CC(C)OC(=O)CSc1nc(-c2ccc(F)cc2)nc2ccc(F)cc12,0.8,1.5,7.9,.,.,4,3,4%,i,3,-0.65,-0.19,-0.59,0.43,i,-0.1%,.,.
CSc1ccc(C#N)cc1NC(=O)c1ccc(Cl)cc1Cl,1.0,1.7,8.0,0.13,1886,15,0,12%,i,-3,-0.025,-0.16,-0.5,0.68,i,-1.6%,-5.1,1115
CCOC(=O)Nc1ccc2ncn(C)c(=O)c2c1,3.6,4.8,2.8,1.5,893,10,4,3%,i,8,-1.1,-0.26,-0.6,0.79,i,-3.0%,.,.
O=C(O)COc1ccc(NC(=O)c2cccs2)cc1,2.5,3.2,7.3,.,.,-13,12,.,i,-6,-0.18,-0.23,-0.3,0.17,i,.,.,.
C=C(C)c1cccc(C(C)(C)NC(=O)Nc2cc(C)ccc2OC)c1,1.4,1.5,8.2,-0.58,1311,-3,1,7%,i,-2,0.0097,-0.2,-0.19,0.093,i,3.5%,3.5,1344
O=C(Nc1ccc(S(=O)(=O)Nc2ncccn2)cc1)c1ccccc1NS(=O)(=O)c1ccc(Cl)cc1,.,.,.,0.07,1072,.,.,10%,.,.,-0.095,-0.25,0.37,-0.4,i,30%,-0.6,1276
CCn1c(O)c(C=Nc2ccccc2)n(-c2ccccc2)c1=S,8.5,2.1,1.2,-0.04,872,-11,13,-5%,i,30,-0.0057,0.43,0.25,0.5,i,-1.4%,2.1,1059
O=c1[nH]ncc2c3ccccc3n(Cc3cccc(Cl)c3)c12,2.8,2.4,6.7,0.26,1340,-5,-5,13%,i,10,-0.46,10,1.9,0.94,i,28%,-2.8,1096
COc1ccc([N+](=O)[O-])cc1N(CC(=O)NC1CCCCC1)S(C)(=O)=O,2.9,1.9,7.0,-0.67,1479,-1,2,-8%,i,17,0.31,-0.25,0.28,-0.53,i,-1.1%,0.9,1463
COc1ccc(OC)c(S(=O)(=O)N2CCC(C(=O)NCCc3ccc(OC)c(OC)c3)CC2)c1,4.5,2.0,5.5,0.04,1913,1,-30,-14%,i,-6,-0.14,-0.22,0.57,1.3,i,3.4%,-0.6,1028

# Three of the entries above in order of the Dynein cargo inh value, low to high:
mol,Dynein cargo inh
CCOC(=O)Nc1ccc2ncn(C)c(=O)c2c1,-1.1
O=C(O)COc1ccc(NC(=O)c2cccs2)cc1,-0.18
COc1ccc(OC)c(S(=O)(=O)N2CCC(C(=O)NCCc3ccc(OC)c(OC)c3)CC2)c1,-0.14

# (list continues)
SMILES,MT stabilizer,MT stabilizer Hoechst-high %,MT stabilizer cytotoxicity %,Ins promoter up,Ins promoter up cell count,WT yeast gro inh,WT yeast gro inh mutant strain,AID2073,Autophagy mod,Autophagy mod cell loss 18 h,Dynein cargo inh,Dynein cargo inh cytoplasmic EGFP,Dynein cargo inh nuclear GR-EGFP,Dynein cargo inh cell count,Yfh1-depleted yeast,HIV fusion peptide,bCat nuc transl,bCat nuc transl cell count 5 µM
CC(=O)C1(C)N(O)C(C)(C)C(c2ccco2)=[N+]1[O-] (stereo not drawn),3.0,1.4,8.6,.,.,1,-9,0%,i,-1,-0.52,-0.13,-0.84,-0.54,i,-2.6%,.,.
COc1cccc(NC(=O)n2nc(N)cc2-c2ccc(Cl)cc2)c1,2.2,3.3,6.3,-0.4,1988,9,-14,8%,i,11,-1.4,-0.25,-0.42,1.5,i,-2.2%,-1.6,1079
O=C(NNC(=S)Nc1ccccc1)c1ccco1,2.9,2.1,3.0,.,.,4,-17,-13%,i,-28,1,-0.23,0.11,0.48,i,-1.2%,.,.
CS(=O)(=O)N(CC(=O)NCc1ccco1)c1ccccc1Cl,0.6,1.2,4.2,0.96,877,-27,0,-3%,i,-1,-0.98,-0.063,-0.21,0.96,i,2.5%,5.3,1034
Cn1c([N+](=O)[O-])cnc1COC(N)=O,5.1,3.0,3.2,.,.,-3,-15,6%,i,1,-0.069,-0.29,0.15,1.1,i,1.5%,-2.1,578
O=c1cc(N2CCCCC2)nc2n1CCCS2,5.9,2.6,7.0,-0.15,1421,-2,1,0%,i,5,-0.29,-0.24,0.27,-0.78,i,45%,2.8,1144
CCOC(=O)c1ccc(NC(=S)NNC(C)(C)C)cc1,.,.,.,.,.,.,.,-33%,.,.,0.67,-0.16,0.87,-0.042,i,-2.6%,-0.6,1336
COc1ccc(CN(CC2CCC(C(=O)O)CC2)C(=S)Nc2cc(Cl)ccc2OC)cc1 (stereo not drawn),2.8,1.4,1.1,-0.86,1343,-10,9,-9%,i,34,-0.47,-0.23,-0.041,0.42,i,4.7%,0.6,1151
COC(=O)CSc1nnc(Cc2cc(=O)[nH]c(=O)[nH]2)n1-c1cccc(OC)c1,3.9,1.2,5.3,0.05,1888,-1,39,-3%,i,27,1.1,-0.14,0.76,-0.9,i,-0.2%,-3.3,1113
CCCCn1cnc2c(oc3nc4c(cc32)CCCC4)c1=O,.,.,.,-0.08,1446,.,.,6%,.,.,-0.044,-0.31,-0.078,0.64,i,0.0%,-1.4,1134
COc1cc(OC)c(NC2c3ccccc3C(=O)N2c2cc(C)ccn2)cc1Cl (stereo not drawn),3.2,1.9,4.6,-0.54,1315,13,9,14%,i,15,-0.91,-0.21,-0.15,0.6,i,-1.3%,-4.3,1210

# Screens from PubChem.

# Compounds were not picked by outcome; any-hit rate near 4.2%.
